CHT allo act – allosteric activators of human choline transporter CHT; 310,000 tested, 0.49% active; Q9GZV3; B-score at 10 µM; CHT-expressing cells, membrane potential dye, choline EC20; stronger effect = higher value; LV-AA mutant CHT in HEK293 cells;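 active = initial fluorescence not abnormally high and integrated response B-score, plate-corrected, over 3 SD above library mean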
Target sequence (Q9GZV3 whole entry, looked up): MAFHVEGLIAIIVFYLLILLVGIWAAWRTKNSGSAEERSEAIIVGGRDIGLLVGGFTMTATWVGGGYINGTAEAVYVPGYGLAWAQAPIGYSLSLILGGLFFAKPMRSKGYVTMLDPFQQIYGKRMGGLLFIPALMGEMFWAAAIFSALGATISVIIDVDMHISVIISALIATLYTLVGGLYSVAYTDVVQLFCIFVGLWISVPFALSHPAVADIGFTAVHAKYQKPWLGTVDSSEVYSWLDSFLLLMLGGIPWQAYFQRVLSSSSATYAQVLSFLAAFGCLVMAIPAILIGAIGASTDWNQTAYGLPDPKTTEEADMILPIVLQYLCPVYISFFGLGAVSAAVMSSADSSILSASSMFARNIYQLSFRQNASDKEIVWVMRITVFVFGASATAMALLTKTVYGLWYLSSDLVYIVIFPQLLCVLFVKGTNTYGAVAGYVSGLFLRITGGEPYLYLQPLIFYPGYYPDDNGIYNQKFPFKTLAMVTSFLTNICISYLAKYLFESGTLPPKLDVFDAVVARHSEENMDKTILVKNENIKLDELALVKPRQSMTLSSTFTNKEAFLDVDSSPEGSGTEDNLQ
CHT block – inhibits the human high affinity choline transporter. Q9GZV3. CHT-expressing cells, membrane potential dye, choline response; stronger effect = lower value. B-score at 10 µM. 310,000 tested, 0.86% active;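 active = B-score over 3 SD under the library average, and starting fluorescence ratio not unusually high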;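 note: choline stimulus applied at its EC90 after an EC20 pre-addition; B-score computed on integrated fluorescence ratio after choline addition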
Calls only; i = inactive.

SMILES	CHT allo act	CHT block
CCOC(=O)C1(CCCc2ccccc2)CCN(C(=O)CCc2cnccn2)CC1	i	i
COc1ccccc1NC(=O)Cc1ccc(-c2ccccc2)cc1	i	i
Cc1ccc(S(=O)(=O)N2CCN(CC(=O)N/N=C\c3cccnc3)CC2)cc1	i	i
O=C(NCc1ccco1)C1CCCN1S(=O)(=O)c1ccccc1C(F)(F)F (stereo not given)	i	i
COc1ccc(C(=O)N=c2sc3ccccc3n2C)cc1	i	i
CC1(c2ccccc2)NC(=O)N(CC(=O)Nc2ccccc2N2CCCCC2)C1=O (stereo not given)	i	i
O=C(CCC1CCCC1)NCCCN1CCOCC1	i	i
O=C(COc1ncnc2ccccc12)NCc1ccco1	i	i
COc1ccccc1NC(=O)C(=O)Nc1ccccn1	i	i
C/C(=N\NC(=O)c1cc(-c2ccc(C)s2)[nH]n1)c1ccncc1	i	i
CC12CCC(=O)N1C(C(=O)Nc1ccc(F)c(Cl)c1)CS2 (stereo not given)	i	i
CCCc1cc(=O)[nH]c(N/N=C/C=C\c2ccccc2)n1	i	i
CC(C(=O)c1ccc(-c2ccccc2)cc1)[n+]1cccc(NC(=O)c2ccccc2)c1 (stereo not given)	i	i
COc1ccc(C(=O)N(CCN2CCOCC2)CC(=O)NC2CCCC2)cc1OC	i	i
Cc1ccc(C)c(N2C(=O)CN=C2Nc2ccccc2Cl)c1	i	i
CC(=O)N(C(C)=O)C1=C(C#N)C2(CCCCC2)Cc2ccccc21	i	i
CCC(C)NC(=O)Cn1c(COc2ccc(Cl)cc2Cl)nc2ccccc21 (stereo not given)	i	i
CCOC(=O)Cc1nnc(NC(=O)C(CC)Sc2nncn2C)s1 (stereo not given)	i	i
CC(=O)Nc1ccc(N(C(=O)CNC(=O)c2ccco2)C(C(=O)NCc2ccco2)c2ccccc2F)cc1 (stereo not given)	i	i
Cc1ccc(NC(=O)CSc2ccccc2NC(=O)c2ccccc2Cl)cc1Cl	i	i
Nc1nc(N)nc(-c2ccccc2-c2nc(N)nc(N)n2)n1	i	i
COc1cc2nc(/C=C/c3ccc(N(C)C)cc3)sc2cc1SC	i	i
Cc1onc(-c2c(F)cccc2Cl)c1C(=O)Nc1nnc(-c2ccccc2)s1	i	i
CCOc1ccc(-c2nc(N)ncc2Oc2ccc(OC)cc2)c(O)c1	i	i
Cc1ccc(S(=O)(=O)NCC(=O)N2CCCCC2)cc1	i	i
O=C(CN1C(=O)C2CCCCN2C(=O)c2ccccc21)N1CCCc2ccccc21 (stereo not given)	i	i
Cc1ccc(NC(=O)CSc2nc3c(c(=O)[nH]2)CCC3)cc1C	i	i
COc1ccccc1CNC(=O)Cn1c(=O)c2cccn2c2cccnc21	i	i
CCOC(=O)C1(Cc2ccccc2)CCN(Cc2ccc(C)s2)CC1	i	i
COc1ccc(NC(=O)c2ccc3ccccc3n2)cc1S(=O)(=O)N1CCCCC1	i	i
COc1ccccc1C(=O)NC(=O)Cn1nc(C)c([N+](=O)[O-])c1C	i	i
CN(CCc1ccccn1)C(=O)c1nn2c(C(F)(F)F)cc(-c3ccco3)nc2c1Cl	i	i
CCOC(=O)c1c(SC)n(-c2ccccc2)c(=S)n(-c2ccccc2)c1=O	i	i
O=C(O)Cn1cc(/C=N/Nc2ccc([N+](=O)[O-])cn2)c2ccccc21	i	i
CCO[C@@H]1OC(C(=O)N2CCN(C)CC2)=C[C@H](c2ccc(C(F)(F)F)cc2)[C@H]1CCCO	i	i
COc1ccc(C)cc1NC(=O)c1ccc(N(C)S(C)(=O)=O)cc1	i	i
COc1ccc(NC(=O)C2CC(=O)N(c3cccc(C)c3C)C2)cc1 (stereo not given)	i	i
CCc1ccc(C2CC(c3ccc(F)cc3)Nc3nc(N)nn32)cc1 (stereo not given)	i	i
CC(C)(C)C(=O)NC1=NCCS1	i	i
Nc1ccc(-c2nc3ccc(C(=O)O)cc3s2)cc1	i	i

A draw from above in order of number of heavy atoms, high to low.
SMILES	CHT allo act	CHT block
O=C(CN1C(=O)C2CCCCN2C(=O)c2ccccc21)N1CCCc2ccccc21 (stereo not given)	i	i
CCOc1ccc(-c2nc(N)ncc2Oc2ccc(OC)cc2)c(O)c1	i	i
COc1cc2nc(/C=C/c3ccc(N(C)C)cc3)sc2cc1SC	i	i
COc1ccccc1NC(=O)C(=O)Nc1ccccn1	i	i
O=C(CCC1CCCC1)NCCCN1CCOCC1	i	i

Continuation:
SMILES	CHT allo act	CHT block
COc1ccc(S(=O)(=O)N(Cc2ccccc2)c2ccccc2C(=O)N2CCOCC2)cc1	i	i
O=C(C1CCN(c2ncnc3c2nc2n3CCCCC2)CC1)N1CCN(c2ccc(F)cc2)CC1	i	i
COc1cccc(NC(=O)CSc2nc3c(oc4ccccc43)c(=O)[nH]2)c1	i	i
Cc1cccc(-n2nc3c([n+]2[O-])CCc2nonc2-3)c1C	i	i
CCOc1ccc(NC(=O)C2CCN(S(=O)(=O)c3ccc4c(c3)NC(=O)C(C)S4)CC2)cc1 (stereo not given)	i	i
CCCCN(C1CCS(=O)(=O)C1)S(=O)(=O)c1ccc(C(C)C)cc1 (stereo not given)	i	i
O=C(NC1CC1)C1CCN(c2ccc(S(=O)(=O)N3CCOCC3)cc2)CC1	i	i
O=C(c1ccccc1)N1N=C(c2ccccc2O)CC1c1ccc(Br)cc1 (stereo not given)	i	i
CCOC(=O)Cc1csc(NC(=O)Cc2ccccc2)n1	i	i
OC1(c2ccc3ccccc3c2)CCN(Cc2ccccc2)C1 (stereo not given)	i	i
COC(=O)c1ccc(COc2ccc(C)c(C)c2)o1	i	i
O=C(Nc1cccc(C(F)(F)F)c1)c1cccnc1N1CCOCC1	i	i
NC(=S)N=Nc1c(O)n(Cc2ccc(Br)cc2)c2ccccc12	i	i
O=C1Cc2ccccc2Sc2cc(OCCCN3CCCCC3)ccc21	i	i
O=C1COc2ccc(S(=O)(=O)Nc3ccc(F)cc3)cc2N1	i	i
Fc1ccc(CN2CCSCC2)cc1F	i	i
O=C(CC(Nc1ccc(F)cc1)C(=O)OCC(=O)c1cccs1)c1ccccc1 (stereo not given)	i	i
Cc1cccc(CCN2CCN=C2Nc2ccccc2)c1	i	i
Cc1cccc(NC(=O)C(C)n2cc([N+](=O)[O-])cn2)n1 (stereo not given)	i	i
CN(C)c1ccc(CNS(=O)(=O)c2ccc3c(c2)NC(=O)CS3)cc1	i	i

Compound profiles (already shown).
Entry for Cc1cccc(-n2nc3c([n+]2[O-])CCc2nonc2-3)c1C : CHT allo act: i; CHT block: i
Entry for OC1(c2ccc3ccccc3c2)CCN(Cc2ccccc2)C1 (stereo not given) : CHT allo act: i; CHT block: i

Continuation:
SMILES	CHT allo act	CHT block
COc1cc(N/N=C(\C)c2ccc(O)c(C)c2)nc(-c2ccccc2)n1	i	i
COc1ccc(C2CCCN2C(=O)Nc2ccccc2)cc1OC (stereo not given)	i	i
CC1=C(C(=O)Nc2cccc(C(=O)N3CCC(C(N)=O)CC3)c2)SCCO1	i	i
COc1cccc(C(=O)N2CCN(Cc3ccccc3C(F)(F)F)CC2)c1	i	i
CN(C)S(=O)(=O)c1cc(NC(=O)COC(=O)CCSc2ccc(Cl)cc2)ccc1Cl	i	i
Cc1cc(C)c(OCC(O)CN2CCN(C(=O)c3ccccc3)CC2)c(C)c1 (stereo not given)	i	i
Cn1c(CNC(=O)c2ccco2)nnc1SCC(=O)c1ccc(Br)cc1	i	i
Cc1ccc(NCc2nnc(SCC(=O)Nc3ccccc3)n2CC2CCCO2)c(C)c1 (stereo not given)	i	i
CN(C[C@H](Cc1ccccc1)N(C[C@H](Cc1ccccc1)N(CCc1cc(C(F)(F)F)cc(C(F)(F)F)c1)N=O)N=O)N=O	i	i
CC1(C)OC(=O)C(=NNc2ccccc2[N+](=O)[O-])C(=O)O1	i	i
COc1ccc(CNC(C)C23CC4CC(CC(C4)C2)C3)c(OC)c1OC (stereo not given)	i	i
COc1ccc(NC(=O)c2ccc(OC)cc2)cc1	i	i
O=C1[C@H]2[C@@H](c3ccc(F)cc3)N3C(=O)N(c4cccc(Cl)c4)C(=O)[C@@]3(Cc3ccc(Cl)cc3)[C@H]2C(=O)N1C1CCCCC1	i	i
COc1ccc(-n2nc([N+](=O)[O-])c(=NCCCN3CCCC3=O)n2O)cc1	i	i
Cc1ccc2c(CC(=O)NCCc3ccc(S(N)(=O)=O)cc3)coc2c1	i	i
N#Cc1c(SCC(=O)Nc2ccc(Cl)cc2Cl)sc2c(O)cc(=O)[nH]c12	i	i
Cc1ccc(-c2noc(CN(C(=O)C34CC5CC(CC(C5)C3)C4)C(C)C)n2)cc1	i	i
CN1CCN(S(=O)(=O)c2ccc(Sc3nnnn3-c3ccccc3)c([N+](=O)[O-])c2)CC1	i	i
COc1ccccc1C(=O)Nc1sc2c(c1C(=O)NCc1ccco1)CCCC2	i	i
COc1ccc2sc(SCCCS(=O)(=O)O)[n+](CCCS(=O)(=O)[O-])c2c1	i	i
CCOc1ccc(N2C(=O)/C(=C/c3ccco3)N(C)C2=S)cc1	i	i
Cc1ccc(CCS(=O)(=O)c2ccc(C(C)(C)C)cc2)cn1	i	i
CC(=O)Nc1cccc(NC(=O)COC(=O)CO/N=C(\C)c2ccc3c(c2)OCO3)c1	i	i
CCN(CC(=O)Nc1c(F)cccc1F)C(=O)C1CCN(C(=O)c2ccc(F)cc2)CC1	i	i
COc1ccc(/C=C2\CCCC3C2=NC(=S)NC3c2ccc(OC)cc2)cc1 (stereo not given)	i	i
COc1ccc(NC(=S)N(CCCN2CCOCC2)Cc2ccco2)cc1	i	i
COc1ccc(C)cc1N(C(=O)c1ccco1)C(C(=O)NC1CCCC1)c1ccc(N2CCOCC2)cc1 (stereo not given)	i	i
COc1ccc(CNc2nc(SCc3cc(=O)n4cc(Cl)ccc4n3)nc3ccccc23)cc1	i	i
CC(C)(C)C(=O)O/N=C(\N)Cc1ccc(-c2csnn2)cc1	i	i
CCCCn1c(N)c(N(CCOC)C(=O)c2c(C)noc2C)c(=O)[nH]c1=O	i	i
O=C(Nc1ccccc1C(=O)Nc1ccccn1)c1cc(F)c(F)cc1Cl	i	i
COc1cc2c3c(c1)C(C)CC(C)(C)N3C(=O)C2=O (stereo not given)	i	i
O=C(O)CCn1c(SCCc2ccccc2)nc2ccccc21	i	i
CN(C(=S)NC(=O)/C=C/c1ccc(F)cc1)C1CCCCC1	i	i
O=C(O)c1cc(Cl)c(Cl)cc1C(=O)N1CCOCC1	i	i
CNC(=O)COC(=O)c1ccccc1NC(=O)c1ccco1	i	i
CC(C)OCC1Cn2c(nc3c2c(=O)n(C)c(=O)n3C)O1 (stereo not given)	i	i
Cc1ccc(Nc2ncccc2C(=O)O)cc1C	i	i
COc1ccc(-n2ncc3c(N4CCc5ccccc54)ncnc32)cc1	i	i
Cc1ccc(-n2cc(CNCCc3ncc(C)[nH]3)c(-c3ccc(F)cc3)n2)cc1	i	i

In a second layout: entries from further up.
Values run as follows: CHT allo act | CHT block
Cc1ccc(CCS(=O)(=O)c2ccc(C(C)(C)C)cc2)cn1
 : i | i
CC(=O)Nc1cccc(NC(=O)COC(=O)CO/N=C(\C)c2ccc3c(c2)OCO3)c1
 : i | i
CNC(=O)COC(=O)c1ccccc1NC(=O)c1ccco1
 : i | i
CN(C(=S)NC(=O)/C=C/c1ccc(F)cc1)C1CCCCC1
 : i | i
CCOc1ccc(N2C(=O)/C(=C/c3ccco3)N(C)C2=S)cc1
 : i | i
CCCCn1c(N)c(N(CCOC)C(=O)c2c(C)noc2C)c(=O)[nH]c1=O
 : i | i
Cc1ccc(-n2cc(CNCCc3ncc(C)[nH]3)c(-c3ccc(F)cc3)n2)cc1
 : i | i

(next part)
SMILES	CHT allo act	CHT block
O=C(/C=C/c1ccc(F)cc1)Nc1cccc(S(=O)(=O)Nc2cccc(C(F)(F)F)c2)c1	i	i
CCN(CC)S(=O)(=O)c1cc(NC(=O)C2CCN(c3ncnc4sc(C)c(C)c34)CC2)ccc1Cl	i	i
O=C1CS/C(=C\[N+](=O)[O-])N1c1ccc(OC(F)(F)F)cc1	i	i
O=C(Nc1ccc(Oc2ccccc2)cc1)C1CCCN(c2ncccn2)C1 (stereo not given)	i	i
CC(=O)Nc1ccc(NC(=O)CCCCCN2C(=O)c3ccccc3C2=O)cc1	i	i
CCc1ccc(C2=C/C(=C/c3cccnc3)C(=O)O2)cc1	i	i
CCCc1cc(=O)oc2c(C)c(OCC(=O)Nc3ccc(CN4CCOCC4)cc3)ccc12	i	i
CC1CCc2sc(C(=O)N3CCN(c4ncccn4)CC3)cc2C1 (stereo not given)	i	i
O=[N+]([O-])c1ccccc1/C=C/C=N/n1c(-c2ccc(Cl)cc2)n[nH]c1=S	i	i
O=C(CSc1nnc2n1CCCN2C(=S)Nc1ccc(Cl)cc1)c1ccccc1	i	i
Cc1noc(C)c1COC(=O)c1ccc2ccccc2n1	i	i
CN(C(=O)c1ccc2c(c1)OCO2)C1CCS(=O)(=O)C1 (stereo not given)	i	i
O=c1[nH]cnc2scc(-c3ccc(-c4ccccc4)cc3)c12	i	i
Cc1onc(-c2ccccc2)c1C(=O)Nc1sccc1C#N	i	i
Cc1cc(Cl)ccc1Oc1ccc(C(N)=O)cc1[N+](=O)[O-]	i	i
Cc1ccc(NC(=O)CN(C)S(=O)(=O)c2ccc3[nH]c(=O)oc3c2)c(C)c1	i	i
CC(C)CCN1CCN(Cc2cccc(C(F)(F)F)c2)CC1CCO (stereo not given)	i	i
O=C(NC1CCCc2ccccc21)N[C@@H](Cc1ccccc1)C(=O)O (stereo not given in full)	i	i
CCOC(=O)c1cnc2ccc(OCC)cc2c1N1CCN(c2ccccc2)CC1	i	i
N#Cc1c(Cl)nsc1NCCN1CCOCC1	i	i
COC(=O)[C@@H](Cc1c[nH]c2ccccc12)NC(=O)CCC(=O)c1ccc(F)cc1	i	i
CC1C/C(=N\NC(=O)c2ccc([N+](=O)[O-])cc2)CC(C)(C)C1 (stereo not given)	i	i
Cc1ccc(C(=O)Nc2nc3c(s2)CCCC3)o1	i	i
N#Cc1c(-c2cccnc2)c2c([nH]c1=O)-c1ccccc1OC2	i	i

High-throughput results: PubChem, Johns Hopkins Ion Channel Center
